Compound activity: PubChem BioAssay, several laboratories
WT yeast gro inh: growth inhibition of WT strain, primary screen, mitochondrial fusion inhibitor project, WT and mutant strains, chemical genetic; mitochondrial fusion phenotypic screen; inhibition, % at 10 µM; 190,000 tested, 2.1% active; in the data active = inhibition above about 58%; tested in S. cerevisiae
MT stabilize HCS: microtubule stabilizers in HeLa cells, primary screen, imaging, high-content imaging; HeLa tubulin immunostaining HCS, 24 h; share of cells brighter than vehicle mean+2SD; % tubulin-high responders, % at 10 µM; 200,000 tested, 0.83% active; AID 2205, 2009;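 active = plate Z-score above 3 for both tubulin-high and condensed-nucleus cell shares, with cell loss under 80%, at 10 µM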;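 note: anti alpha tubulin signal scored within the nucleus-defined area of each cell; some results filed as inactive read as strong as hits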
Autophagy mod: autophagy modulators in MEF cells, primary screen, imaging, high-content, MEF GFP-LC3; 190,000 tested, 0.98% active; calls only at 10 µM (by protocol); MEF GFP-LC3 puncta imaging; test concentration mostly 10 µM;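 active = percentage of spot-positive cells more than 3 SD above its plate mean, without a fluorescence outlier flag or 80% toxicity; inconclusive = no clear call, values can overlap the other calls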;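 note: spot-positive cell cutoff set from DMSO-treated cells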
T cell modulator: modulators of CD8 T cell-vesicle binding, primary screen, mouse 2C CD8+ T cells, flow cytometry; 2C CD8+ T cell-vesicle binding; stronger effect = lower value; calls only at 7 µM; 330,000 tested, 0.068% active; AID 2052, 2009;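 active = response, share of CD8 T cells binding vesicles, and their 90th percentile fluorescence all below set limits, cut at about 80% in these data, passing the limit was not always enough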
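Read-out – percent CD8+ FL2 mean versus row control · System – murine 2C transgenic CD8+ T lymphocytes · Times – 1.5 h cell–vesicle binding at 37 °C, then 20 min icy labelling · Control set – naked vesicles low, QL9 vesicles with vehicle high · Detection – cytometric PE anti-B7-1 and Alexa647 anti-CD8 signals after 1% paraformaldehyde fixation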
Ins promoter up: insulin promoter activators in MIN6 cells, imaging, high-content screening, mouse beta cells; MIN6 insulin promoter-GFP reporter; stronger effect = higher value; z-score at 5 µM; 190,000 tested, 0.3% active; AID 1625, 2009;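 active = z-score above 3 at 5 µM with at least 500 cells counted in the well; inconclusive = wells under 500 cells, flagged as cytotoxic or low count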
bCat nuc transl: modulators of beta-catenin nuclear translocation, primary screen, imaging, HeLa cells, immunofluorescence, high-content | nuclear translocation activity, % at 5 µM | 190,000 tested, 0.3% active;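 active = nuclear translocation activity above 50% at 5 µM, with a well cell count of 50 or more; inconclusive = wells under 50 cells across six images, flagged as toxic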;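 note: per-cell ratio of nuclear to cytoplasmic median beta-catenin stain intensity; plate controls were DMSO negative control for no effect and GSK-3 inhibitor IX positive control for full effect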
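Test system: human HeLa cell line; Doses: 5 µM primary, 0.02–20 µM confirmation; Incubation: 24 h compound exposure, 37°C; Detection: beta-catenin immunofluorescence imaging with DAPI; Read-out: beta-catenin nuclear/cytoplasmic ratio, % activation.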
West Nile virus CPE: West Nile virus antiviral activity, cell-based, CPE readout (AID 1621) | West Nile virus-infected cells, CPE inhibition; higher % means a stronger effect | 290,000 tested, 0.02% active | one-dose CPE inhibition, % at 10 µM; IC50 in µM for titrated hits; in the data active = a potency from the dose series; inconclusive = CPE inhibition mostly from about 3.7% at the one dose, without a potency; inactive = the rest, 99 in 100 with CPE inhibition below about 2.2%; note: strong numbers were not always called active
Myeloid diff 2: induction of myeloid progenitor differentiation, primary screen, cell-based, flow cytometry, MLPCN library | calls only at 10 µM | 360,000 tested, 1% active | ER-HoxA9 myeloid progenitors, lysozyme-GFP differentiation;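 active = normalized GFP-positive differentiation at or above the plate's own cutoff, the solvent-only control mean plus 3 SD; inconclusive = no clear call, values can overlap the other calls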;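 note: cells exposed to compound for four days before flow analysis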
Lipid droplet: inhibitors of hepatocyte lipid droplet formation, primary screen, imaging, high-throughput imaging, BODIPY stain | AML12 mouse hepatocytes, oleate lipid droplets | inhibition, % at 6.5 µM | 240,000 tested, 0.4% active | AID 1656, 2009;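 active = lipid droplet intensity inhibited by at least 50%, with more than 500 cells counted; inconclusive = wells with under 300 cells, treated as cytotoxic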
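Material – mouse AML12 hepatocyte cell line, fixed after treatment · Compound dosing – one dose, 6.5 µM compound · Times – compound with oleate, overnight · Measured by – Image-based BODIPY and DAPI two-channel analysis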
WT yeast gro inh mutant strain: recorded beside WT yeast gro inh, whose call it bears; inhibition, %; mitochondrial fusion phenotypic screen, mutant strain inhibition
Ins promoter up cell count: further read-out of Ins promoter up, marked with its call; cell count; measured here: cytotoxicity, nuclei count;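 total cells summed across four imaged fields per well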
Lipid droplet cells 6.5 µM: also measured in Lipid droplet; calls as there; cell count; measured here: cell count, cytotoxicity flag;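 cells counted across two imaged fields per well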
bCat nuc transl cell count 5 µM: second read-out of bCat nuc transl, no call of its own (marks repeat the call); cell count; measured here: cell count, cytotoxicity flag
T cell modulator vesicle-bound %: second read-out of T cell modulator, no call of its own (marks repeat the call); double positive events, %; measured here: CD8+ vesicle-bound cell fraction;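 binding gate set so that unloaded-vesicle control wells show 10% double positive cells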
MT stabilize HCS Hoechst-high %: also measured in MT stabilize HCS; calls as there; % Hoechst-high responders; measured here: nuclear condensation Hoechst responders;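 share of cells brighter than vehicle mean plus two SD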
MT stabilize HCS cytotoxicity %: further read-out of MT stabilize HCS, marked with its call; toxicity, %; measured here: cytotoxicity by cell density;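 0% = mean cell density of plate MIN control wells and 100% = no cells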
Autophagy mod cell loss 18 h: also measured in Autophagy mod; calls as there; toxicity, %; measured here: cell loss, nuclei count;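 cell loss after 18 h compound exposure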
Myeloid diff 2 GFP+ MAC1+ %: also measured in Myeloid diff 2; calls as there; GFP+ MAC1+ double positive, %; measured here: differentiation confirmed by MAC1 staining
An asterisk follows results filed as active; i = inactive; ? = inconclusive; · = no result given; + = active, no number. An unsorted share of the library; overall some 3.9% were active at least once.

SMILES | WT yeast gro inh | WT yeast gro inh mutant strain | MT stabilize HCS | MT stabilize HCS Hoechst-high % | MT stabilize HCS cytotoxicity % | Autophagy mod | Autophagy mod cell loss 18 h | T cell modulator | T cell modulator vesicle-bound % | Ins promoter up | Ins promoter up cell count | bCat nuc transl | bCat nuc transl cell count 5 µM | West Nile virus CPE | Myeloid diff 2 | Myeloid diff 2 GFP+ MAC1+ % | Lipid droplet | Lipid droplet cells 6.5 µM
N#CC1=C(N)Oc2n[nH]c(-c3ccccc3)c2C1c1cccnc1 (stereo unspecified) | -11 | 12 | 3.5 | 3.5 | 4.9 | i | 19 | i | 29 | 0.16 | 793 | 0.0 | 907 | 0.4% | i | 0.0 | -3 | 759
O=C(Nc1ccc(OC(F)(F)F)cc1)Nc1cccc([N+](=O)[O-])c1 | 80* | 78* | 6.7 | 7.3 | 20 | i | 0 | i | 43 | -4.6 | 647 | 47 | 421 | 0.5% | ? | · | 17 | 673
O=C(COc1ccccc1Cl)Nc1ccc(S(=O)(=O)Nc2ccccn2)cc1 | · | · | · | · | · | · | · | i | 33 | · | · | · | · | -0.6% | i | 0.4 | 0 | 819
NNC(=O)c1ccc(Cn2cc(Cl)cn2)o1 | · | · | · | · | · | · | · | i | 18 | -0.43 | 1318 | -2.1 | 1249 | -0.2% | i | 0.5 | -11 | 705
CC(C)N=C(NS(=O)(=O)c1ccc(Br)cc1)c1ccc(Cl)cc1 | -4 | 6 | 5.0 | 1.8 | 3.8 | i | -21 | i | 8 | · | · | -0.5 | 1011 | -0.2% | i | 0.4 | 7 | 712
Cc1[nH]c2ccccc2c1C(c1ccncc1)N1CCN(c2ccccn2)CC1 (stereo unspecified) | -10 | 4 | 4.4 | 3.4 | 3.9 | i | 7 | i | 22 | -0.19 | 1387 | -0.1 | 1047 | -1.0% | i | 0.3 | 15 | 651
O=C1C2C3C=CC(C3)C2C(=O)N1CCN1CCN(S(=O)(=O)c2ccc3ccccc3c2)CC1 (stereo unspecified) | 11 | -2 | 2.2 | 2.1 | 3.4 | i | -14 | i | 23 | -0.01 | 1301 | · | · | -0.9% | i | 0.5 | 0 | 644
O=C(COC(=O)/C=C/c1cccc(Cl)c1)Nc1ccccc1-c1ccccc1 | 34 | -8 | 1.3 | 2.0 | 7.4 | i | 1 | i | 43 | -0.51 | 1409 | · | · | 0.3% | · | · | -2 | 718
COc1ccccc1-c1cc(C(F)(F)F)nc(S(=O)(=O)CCCC(=O)N2CCCCC2C)n1 (stereo unspecified) | 3 | -2 | 3.1 | 2.0 | 8.1 | i | 21 | i | 39 | 0.41 | 1551 | -3.3 | 950 | 2.2% | · | · | · | ·
O=c1[nH]c(Nc2ccccc2)cc2ccccc12 | -2 | -22 | 4.3 | 1.7 | 5.0 | i | 3 | i | 6 | 0.36 | 1489 | 0.1 | 1273 | 0.0% | i | 0.6 | · | ·
O=C(O)c1oc2ccccc2c1-n1cccc1 | 29 | 2 | 2.8 | 0.4 | 20 | i | -2 | i | 51 | · | · | -2.1 | 1113 | 0.5% | i | 2.0 | 22 | 667
COc1cc(C(Nc2ccccn2)c2c(NC(=O)c3ccco3)sc(C)c2C)cc(OC)c1OC (stereo unspecified) | 7 | -25 | 4.1 | 3.2 | 7.7 | i | -6 | i | 29 | -0.2 | 1248 | 0.3 | 903 | -0.6% | i | 0.6 | -8 | 373
COc1cc(/C=N/NC(=O)CCC(=O)Nc2ccc(F)cc2)ccc1O | · | · | · | · | · | · | · | i | 46 | · | · | · | · | 0.1% | i | 1.2 | -1 | 682
CCOc1cc(C)c(Cl)cc1S(=O)(=O)NCC1CCCO1 (stereo unspecified) | 6 | -10 | 4.0 | 3.2 | 1.0 | i | 6 | i | 54 | -0.65 | 1369 | -0.1 | 1081 | -0.2% | i | 0.8 | -17 | 719
O=C(NCC1CCN(Cc2cccc(Cl)c2)CC1)Nc1ccccc1Cl | · | · | · | · | · | · | · | i | 29 | · | · | · | · | -0.4% | i | 0.4 | -1 | 843
CC(C)(C)c1nc2c(Br)cc(Br)cc2c(=O)o1 | 15 | 10 | 3.3 | 2.1 | 5.5 | i | 5 | i | 39 | 1.2 | 1494 | -0.8 | 1136 | 0.6% | i | 0.7 | 0 | 657
O=C(c1cccc(F)c1)N1CCCC(C(=O)N2CCN(c3ccccc3)CC2)C1 (stereo unspecified) | · | · | · | · | · | · | · | i | 44 | -0.13 | 1173 | 1.4 | 1244 | -0.2% | i | 0.5 | -4 | 687
CCC(c1nnc(SCC(=O)Nc2ccc(C(=O)Nc3ccccc3OC)cc2)o1)N(C)C (stereo unspecified) | -22 | -10 | 1.7 | 2.1 | 3.0 | i | -1 | i | 57 | 0.17 | 1681 | -1.9 | 1111 | 0.1% | i | 1.0 | -25 | 564
O=C(NCc1cccc(Cl)c1)c1ccc(CS(=O)Cc2ccc(Cl)cc2)o1 (stereo unspecified) | · | · | · | · | · | · | · | i | 38 | · | · | · | · | -0.7% | i | 3.6 | -42 | 693
CCOc1ccc(N2C(=O)CS/C2=C(\C(Cl)=C(Cl)Cl)[N+](=O)[O-])cc1 | 2 | 10 | 0.9 | 1.9 | 18 | i | 5 | i | 20 | 0.43 | 1033 | · | · | -0.4% | + | 2.6* | 1 | 805
COc1ccc(NC(=S)N(Cc2ccc(C)cc2)Cc2ccccn2)cc1 | 11 | -4 | 2.2 | 2.8 | 6.0 | i | 1 | i | 28 | -1.1 | 1230 | · | · | -0.1% | i | 0.8 | -17 | 759
CC(=O)c1c(C)nc(-c2ccc3c(c2)OCO3)n1O | 19 | 20 | 3.9 | 1.8 | 6.8 | i | -2 | i | 34 | 2.5 | 1378 | -0.6 | 776 | -0.2% | i | 1.3 | · | ·
O=C(NCc1ccc(Cl)cc1)c1ccc(Cl)cc1[N+](=O)[O-] | -7 | -19 | 2.6 | 2.1 | 4.9 | i | -18 | i | 30 | 2.2 | 1650 | -1.3 | 1330 | 0.1% | i | 0.7 | · | ·
CCOc1ccc(C(=O)Nc2ccc(S(=O)(=O)N3CCN(C)CC3)cc2)cc1 | · | · | · | · | · | · | · | i | 34 | · | · | · | · | -1.6% | i | 0.9 | -1 | 801
O=C(NCCn1cc(SCc2ccc(F)cc2)c2ccccc21)c1ccccc1F | 36 | -22 | 2.0 | 2.1 | 8.1 | i | 2 | i | 18 | 0.61 | 1212 | 0.3 | 516 | 0.6% | + | 7.8* | -16 | 736
Cc1cc(C)c(CN2CCC(n3nccc3NC(=O)C3CCCC3)CC2)cc1C | · | · | · | · | · | · | · | i | 29 | · | · | · | · | -0.4% | i | 1.7 | -9 | 651
CCCn1nnc(NC(=O)/C=C/c2ccco2)n1 | · | · | · | · | · | · | · | i | 47 | -0.51 | 1419 | -1.2 | 1346 | 0.4% | i | 0.6 | -14 | 641
Cc1cc(NC(=O)COC(=O)c2ccccc2[N+](=O)[O-])no1 | -4 | 9 | 2.8 | 4.8 | 6.1 | i | 2 | i | 9 | 0.06 | 1327 | -0.8 | 999 | -0.1% | i | 0.9 | 4 | 715
CCN(C(=O)c1ccnc(C(C)(C)C)c1)c1ccccc1 | -8 | 16 | 1.8 | 1.2 | 7.2 | i | -1 | i | 36 | 0.41 | 1354 | 0.4 | 1006 | -0.8% | i | 0.8 | -6 | 723
CCCc1c(C)c2ccc(OCC(C)=O)cc2oc1=O | 35 | 21 | 2.0 | 1.3 | 4.6 | i | -3 | i | 30 | 1.6 | 885 | -1.0 | 1191 | -0.2% | i | 0.3 | · | ·
O=C(c1cccc(OC(F)F)c1)N1CCN(c2ncccn2)CC1 | 18 | 2 | 3.8 | 2.7 | 3.6 | i | 7 | i | 17 | 0.21 | 955 | -3.4 | 1179 | 0.3% | i | 0.6 | · | ·
O=[N+]([O-])c1ccc(Sc2n[nH]c(-c3ccccc3)n2)nc1 | -9 | -9 | 3.6 | 1.2 | 4.0 | i | 0 | i | 48 | 0.51 | 1625 | 4.7 | 1365 | 0.5% | i | 0.2 | · | ·
Cc1nn(-c2ccc(Cl)cc2)c2sc(C(=O)c3c(N)n(C)c(=O)n(C)c3=O)cc12 | -25 | -51 | 1.5 | 2.1 | 8.3 | i | 2 | i | 38 | -0.57 | 1455 | 0.8 | 1281 | 0.8% | i | 0.7 | · | ·

Two compounds from above with just Myeloid diff 2, WT yeast gro inh mutant strain and MT stabilize HCS:
mol,Myeloid diff 2,WT yeast gro inh mutant strain,MT stabilize HCS
Cc1cc(C)c(CN2CCC(n3nccc3NC(=O)C3CCCC3)CC2)cc1C,i,·,·
CCOc1ccc(C(=O)Nc2ccc(S(=O)(=O)N3CCN(C)CC3)cc2)cc1,i,·,·
